High-throughput results deposited in PubChem BioAssay by several laboratories.
Rin1 Abl inh: inhibitors of human Rin1-Abl protein interaction. P00519+Q13671. TR-FRET Rin1/Abl binding, biochemical. inhibition, % at 7.35 µM. actives 0.4% (n = 360,000); in the data active = inhibition above about 5%, passing the limit was not always enough
NadD inh: inhibitors of Staphylococcus aureus NadD | AID 602399 | actives 0.78% (n = 360,000) | purified NadD enzyme, colorimetric absorbance read-out | inhibition, % at 20 µM; in the data active = inhibition above about 26%; also: some compounds past the cut are filed as inactive
Scp1 inh: inhibitors of human Scp-1 phosphatase. Q9GZU7. Recombinant Scp1, phosphopeptide, malachite green phosphate absorbance. inhibition, % at 20 µM. actives 0.88% (n = 340,000). AID 493091;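 active = inhibition above about 50% at 20 µM, limit read from the data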;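 also: plate controls were DMSO wells with enzyme for no effect and wells lacking enzyme for full effect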
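System: SCP-1 catalytic domain; Reagent: Phospho 17-mer peptide substrate; Doses: one concentration, 20 µM, with 1.0% DMSO; Incubation: 45 min room-temperature reaction, 5 min colour, 30 min stabiliser; Signal: Phosphate-binding colour reagent, absorbance read at 630 nm.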
LMPTP block: LMPTP (human) inhibition; P24666; recombinant LMPTP-A, OMFP fluorogenic substrate, fluorescence intensity; inhibition, % at 20 µM; actives 0.22% (n = 360,000);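 active = compounds that cut the enzyme signal by at least half of the control window in the single-dose screen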;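 also: plate controls were DMSO wells with enzyme plus substrate for no effect and substrate without enzyme for full effect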
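Test system: LMPTP-A phosphatase enzyme; input: 0.625 nM LMPTP-A final; reagent: OMFP substrate, 400 µM final; compound dosing: 20 µM single dose, 3% DMSO; incubation: 50 min dark incubation at room temperature; measured by: endpoint fluorescence intensity from OMFP dephosphorylation; measure: % inhibition relative to no-enzyme and uninhibited control wells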
CSN inh: CSN deneddylation inhibition | Purified CSN, SCF-Nedd8-OG deneddylation, fluorescence polarization | inhibition, % at 12.5 µM | actives 0.38% (n = 360,000) | AID 651999;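 active = pattern-corrected inhibition above about 35%, with an unprinted fluorescence ratio check between 0.5 and 1.5, limit read from the data, passing the limit was not always enough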;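 also: 0% = enzyme with substrate and 100% = substrate without enzyme; some results filed as inactive read as strong as hits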
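Assay system: HEK293T-derived human Csn5 enzyme; quantity: 0.24 nM enzyme; medium: Tris/NaCl/DTT buffer, pH 7.5; also added: substrate SCFSkp2-Nedd8OG, 10 nM; doses: 12.5 µM compound; schedule: 90 min reaction at room temperature; signal: FP; read-out: % inhibition of substrate cleavage by Csn5; benchmarks: substrate-only high control, full reaction low control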
SUMO1 PPI mod: SUMO1-SIM interaction modulation. P63165. SUMO1 binding to a labelled peptide, TR-FRET, 1 h. inhibition, % at 20 µM. actives 0.33% (n = 360,000). AID 602429; in the data active = inhibition above about 37%
STEP block: inhibitors of human striatal-enriched phosphatase STEP. actives 0.25% (n = 360,000). P54829. inhibition, % at 20 µM. recombinant STEP, OMFP fluorogenic substrate, fluorescence. AID 588621;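 active = inhibition at 20 µM, scaled per plate between control wells, above about 37%, limit read from the data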;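 also: 0% = DMSO with enzyme and substrate and 100% = substrate only without enzyme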
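Assay system: isolated STEP enzyme. Buffer or medium: pH 6.0 Bis-Tris with DTT and Tween 20. Also added: fluorogenic phosphatase substrate OMFP at 25 µM final. Dosing: 20 µM, 1% DMSO. Timing: 20 min reaction, room temperature, in the dark. Measured by: fluorescence intensity, excitation 480 nm, emission 540 nm. Evaluation: normalized % inhibition.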
Neddyl block: inhibitors of human cullin neddylation | P61081+Q13564 | TR-FRET cullin neddylation, biochemical | calls only at 25 µM | actives 0.58% (n = 360,000); in the data active = inhibition above about 36%
DNMT1 block: DNMT1 (human) enzyme inhibition | P26358 | DNMT1 molecular beacon, Hinp1I cleavage, fluorescence | actives 0.83% (n = 360,000) | AID 588458 | inhibition (reported as % activation of signal), % at 10 µM; in the data active = inhibition above about 50%
Target sequence (P26358 504-1616 limits assumed): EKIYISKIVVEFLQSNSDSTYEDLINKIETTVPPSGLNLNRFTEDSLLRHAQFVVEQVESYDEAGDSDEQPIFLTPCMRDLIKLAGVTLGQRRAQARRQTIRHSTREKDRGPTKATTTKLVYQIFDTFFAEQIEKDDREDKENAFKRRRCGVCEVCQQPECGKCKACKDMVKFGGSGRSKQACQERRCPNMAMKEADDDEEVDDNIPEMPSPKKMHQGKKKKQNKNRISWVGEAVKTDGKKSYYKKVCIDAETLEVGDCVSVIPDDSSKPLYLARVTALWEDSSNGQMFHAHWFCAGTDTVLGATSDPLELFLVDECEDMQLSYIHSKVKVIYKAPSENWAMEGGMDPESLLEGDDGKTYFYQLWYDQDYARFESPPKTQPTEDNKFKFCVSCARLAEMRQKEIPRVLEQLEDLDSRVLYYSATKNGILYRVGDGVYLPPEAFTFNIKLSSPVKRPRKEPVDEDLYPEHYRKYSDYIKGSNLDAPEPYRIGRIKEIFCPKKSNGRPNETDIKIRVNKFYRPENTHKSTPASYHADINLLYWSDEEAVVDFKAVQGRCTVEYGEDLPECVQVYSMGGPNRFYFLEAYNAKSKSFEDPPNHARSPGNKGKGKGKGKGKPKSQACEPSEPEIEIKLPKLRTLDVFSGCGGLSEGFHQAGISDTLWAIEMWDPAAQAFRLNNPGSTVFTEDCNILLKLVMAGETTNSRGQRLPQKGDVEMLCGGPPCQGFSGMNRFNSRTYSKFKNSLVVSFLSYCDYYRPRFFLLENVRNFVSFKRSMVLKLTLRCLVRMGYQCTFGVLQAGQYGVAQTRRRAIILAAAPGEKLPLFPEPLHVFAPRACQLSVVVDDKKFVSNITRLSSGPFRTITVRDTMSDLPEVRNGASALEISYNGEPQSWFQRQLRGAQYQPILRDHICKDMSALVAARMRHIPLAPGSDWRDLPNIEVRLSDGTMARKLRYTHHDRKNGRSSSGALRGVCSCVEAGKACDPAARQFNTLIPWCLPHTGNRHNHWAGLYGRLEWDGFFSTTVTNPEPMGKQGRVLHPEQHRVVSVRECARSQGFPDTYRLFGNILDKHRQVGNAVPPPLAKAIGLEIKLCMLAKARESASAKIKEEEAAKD
Rpn11 block: inhibitors of human proteasome Rpn11; calls only at 20 µM; AID 588493; O00487; actives 0.59% (n = 360,000); human 26S proteasome, Ub4-pepOG fluorescence polarization; 20S core pre-blocked with epoxomicin;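 active = inhibition at 20 µM, scaled to each plate's controls, above about 33%, limit read from the data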
Starred values were filed as active, the others as inactive; i = inactive; · = not tested or not shown; & = joins results of further samples.

SMILES	Rin1 Abl inh	NadD inh	Scp1 inh	LMPTP block	CSN inh	SUMO1 PPI mod	STEP block	Neddyl block	DNMT1 block	Rpn11 block
Cc1cc(N)ccc1N=Nc1c(C)n(C)n(-c2ccccc2)c1=O	-9	3	-2	0.9	6	-15	-1	i	-12	i
COc1ccc(CC(=O)O/N=C(\N)c2ccc(C)cc2)cc1	-2	-13	0	2.5	3	-1	3	i	6	i
CSc1nc(COC(=O)NC(C)C)c(COC(=O)NC(C)C)n1Cc1ccccc1	0	-2	·	-0.4	-1	1	-1	i	-1	i
Cc1[nH][nH]c(=O)c1N=Nc1ccc(Cl)cc1	-4	2	-7	-3.9	6	-23	2	i	-10	i
O=C(NCc1ccco1)C(=O)NCC1OCCCN1S(=O)(=O)c1ccc(Cl)cc1 (stereo not drawn)	1	5	-7	0.3	1	0	1	i	-3	i
COC(=O)c1c(NC(=O)c2ccco2)sc2c1CCN(C(C)=O)C2	-2	-1	-5	0.8	0	-2	1	i	1	i
COc1ccc(C(=O)NNC2=NC(C)(C)Cc3cc(C)c(C)cc32)cc1	3	-2	1	1.0	0	2	-1	i	2	i
COc1ccc(CCNC(=O)c2c(N)no[n+]2[O-])cc1OC	6.6*	-1	-2	-1.7	-3	0	1	i	2	i
Cc1ccc2occ(/C=N/O)c(=O)c2c1	0	4	-2	-2.5	-1	2	-2	i	3	i
CCCN1CCN(S(=O)(=O)c2ccc3c(c2)OCCO3)CC1	-1	-3	0	1.6	-5	-4	1	i	4	i
CC(c1ccccc1)N1CC(C(=O)Nc2nccs2)CC1=O (stereo not drawn)	4	1	-3	-2.0	2	0	-1	i	1	i
CCOC(=O)CN1C(=O)C(O)(CC(=O)c2cccc(OC)c2)c2ccccc21 (stereo not drawn)	-5	-7	-9	-0.6	2	-8	-3	i	0	i
O=c1c2ccccc2c(/C=N/c2ncn[nH]2)c(O)n1Cc1ccccc1	-4&-5	-3&-1	-24&-8	0.6&3.4	-2&7	-19&-10	1&-1	i	-16&-23	i
Cc1ccc2nc3c(cc(C(=O)NCc4ccco4)c(=N)n3C3CCCC3)c(=O)n2c1	-7	-7	·	-0.5	14	-16	5	·	6	i
CCCC(=O)Nc1nnc(CCOC)s1	6	-1	1	0.4	-4	2	0	i	2	i
Cc1ccc(C)c(C(=O)Cn2c(NCCO)nc3ccccc32)c1	4	-5	-10	6.1	-4	2	-2	i	1	i
Cc1nc(-c2ccc(F)cc2)c(CC(=O)NCC(=O)Nc2ccc(F)c(F)c2)s1	3	-2	0	0.2	-5	-6	2	i	-8	i
O=C(CCC(=O)NCCCc1ccccc1)NCCCc1ccccc1	1	-3	-3	-1.8	-4	0	119*	i	-1	i
COCC(=O)N1CCC(n2nccc2NC(=O)CCOc2ccccc2)CC1	3	-10	-9	0.3	4	1	1	i	1	i
Cc1cc(Cl)ccc1NC(=O)CCC(=O)O	-1	-1	-5	-1.7	-10	1	-3	i	-2	i
CCN(C(=O)COC(=O)CNC(=O)c1ccc2ccccc2c1)c1c(N)n(Cc2ccccc2)c(=O)[nH]c1=O	-2	-4	-5	-1.5	1	-6	-1	i	3	i
CCSc1nnc(-c2ccccc2NC(C)=O)c(=O)[nH]1	1	-3	-11	-2.1	1	-1	6	i	1	i
O=C1O/C(=C/C(=O)N2CCOCC2)c2ccccc21	1	-3	-12	-2.3	5	-6	0	i	1	i
CN(Cc1ccccc1)C(=O)COC(=O)c1ccccc1SCC(=O)N1CCCC1	2	-2	-7	-0.7	-10	-4	3	i	1	i
COc1ccc(Cl)cc1C(=O)NNC(=S)NC(=O)c1cc(-c2ccccc2)nc2ccccc12	-4	61*	9	0.5	6	15	-1	i	-4	i
CC(C)(C)NC(=O)Cn1cc(C#N)c2cc(Br)ccc21	-1	0	-5	-0.8	1	-2	0	i	0	i
COc1ccc(S(=O)(=O)Nc2cccc(S(=O)(=O)N3CCCCC3)c2)cc1	3	-1	-8	0.1	-4	-1	2	i	0	i
CCOC(=O)c1c(S(=O)(=O)N2CCc3ccccc32)c(C)n(C)c1C	2	2	-8	0.6	1	1	0	i	-3	i
CC1(C)CC(=O)C2=C(C1)N=c1s/c(=C/c3ccc(F)c(F)c3)c(=O)n1C2c1ccc(F)cc1 (stereo not drawn)	2	27	-2	2.2	4	-7	0	i	5	i
CCN(CCn1cccn1)C(=O)CC1C(=O)NCCN1CCc1ccccc1 (stereo not drawn)	-1	3	-4	0.1	-3	0	-2	i	-5	i

Following part.
SMILES	Rin1 Abl inh	NadD inh	Scp1 inh	LMPTP block	CSN inh	SUMO1 PPI mod	STEP block	Neddyl block	DNMT1 block	Rpn11 block
CC(C)NC(=O)NCCCCCCS(C)=O (stereo not drawn)	-1	-3	-4	1.1	-1	9	-2	i	0	i
Cc1cc(-c2ccccc2)nc(SC(C(=O)O)c2ccccc2)n1 (stereo not drawn)	3	-4	-1	-1.8	1	5	0	i	5	i
CCOC(=O)c1cnc(SC)nc1Nc1cccc2ccccc12	-2	0	1	3.9	-2	2	1	i	-7	i
C/C(=N/Nc1ccc(Cl)cc1)c1cnnc(-c2ccccc2)n1	3	4	-1	1.2	25	-8	-1	i	18	i
COc1ccc(C)cc1CN(C)c1ccc(S(=O)(=O)N2CCN(C)CC2)cn1	-1	-2	-5	-0.6	-5	-8	2	i	1	i
CCCNC(=O)N1CCN(S(=O)(=O)c2ccc3c(c2)OCCO3)CC1	2	-2	-3	-0.4	5	0	-2	i	0	i
CCCCOC(=O)Cn1c(-c2ccccc2)nc2ccccc2c1=O	-1	1	-8	3.3	0	2	0	i	-3	i
CCN(CC)c1ccc(NC(=O)CSc2nc(C3CC3)nc3ccccc23)cc1C	0	-5	-5	2.4	4	11	3	i	41	i
COC(=O)[C@@]12C[C@@H](CC(=O)N3CCC(c4ccccc4)CC3)C(=O)N(Cc3ccco3)C1=CCC(C)(C)C2	·	·	·	-0.3	121*	-6	·	i	·	·
CC1=C(C(=O)NCc2ccco2)C2(CCC(C)CC2)OC1=O (stereo not drawn)	0	0	-5	-2.0	1	5	1	i	3	i
Cc1cc(N2CCN(C3CCCCC3)CC2)nc2cccc(O)c12	-1	-4	-7	49	-2	0	2	i	-7	i
Fc1ccc(C2CCCCN2Cc2nc(CC3CC3)no2)cc1 (stereo not drawn)	-2	-3	-9	0.6	-1	-1	-2	i	2	i
O=C(Nc1ccc(Cl)cc1)c1cccs1	0	-5	-11	-0.1	5	-6	1	i	3	i
Cc1nc2ccc(S(=O)(=O)NC(C(=O)Nc3nc4ccc(Cl)cc4s3)C(C)C)cc2s1 (stereo not drawn)	-5	2	-15	0.2	-3	8	2	i	3	i
CSc1nnc(CNS(=O)(=O)c2ccc(Cl)cc2)n1C	-5	-4	-3	0.5	6	1	3	i	0	i
COc1ccc(F)cc1-c1cc(NC(C)=O)c2ncc(-c3cccc(C(F)(F)F)c3)n2c1	-8	-3	·	3.6	-1	2	1	i	-2	i
Cn1c(Cn2c(=O)sc3ccccc32)nnc1SCc1ccccn1	0	-3	3	-1.8	-2	3	-1	i	0	i
Cc1ncc([N+](=O)[O-])n1CCOC(=O)NC(NCc1cccnc1)C(Cl)(Cl)Cl (stereo not drawn)	2	-4	-6	-2.4	0	-10	-1	i	-2	i
O=C(NCCc1cccc(Cl)c1)c1cccc(-n2cnnn2)c1	1	-4	-5	-1.0	-1	4	1	i	10	i
Cn1c2nc(=O)n(-c3ccccc3)c(=O)c-2nc2c1CCCC2	9.1*	-6	·	5.0	-25	4	-1	·	8	i
COc1cc(-c2nc3ccc(C)cn3c2Nc2ccc3c(c2)OCCO3)ccc1O	1	14	0	1.3	-3	1	2	·	-8	i
CCOc1ccccc1C(=O)NCC(=O)NNC(=O)CN(C)S(=O)(=O)c1ccc(Cl)cc1	0	7	-4	-0.2	0	5	0	i	0	i
Cc1ccc(C)c(N2CCN(C(=O)CCCn3c(=S)[nH]c4cc5c(cc4c3=O)OCO5)CC2)c1	-2	29	-2	2.3	2	5	4	i	-2	i
O=C(NNC(=O)c1ccccc1F)c1ccc(NS(=O)(=O)c2ccc(F)cc2)cc1	3	1	-4	-0.9	-4	4	0	i	3	i
COc1ccc(CC(=O)n2c(CC#N)nc3ccccc32)cc1OC	2	-6	-21	1.0	9	-1	2	i	1	i
COC(=O)c1sccc1-c1ccc(C(=O)Nc2cccc(Cl)c2)o1	5	2	17	3.7	14	-11	4	·	7	i
O=C(Cc1nnc(NC(=O)c2ccccc2)s1)N/N=C/c1cccc(O)c1	1	0	-7	-0.9	-2	-6	0	i	-13	i
CC12CCC3c4ccc(O)cc4CCC3C1CC(O)C2O (stereo not drawn)	1	-1	-6	-2.1	3	7	-3	i	-1	i
CN(C(=O)CC1C(=O)NCCN1Cc1cccc(F)c1F)C1CC(C)(C)NC(C)(C)C1 (stereo not drawn)	-1	-2	-8	0.0	-5	-1	-4	i	3	i
COc1ccc(C(=O)NCCc2c[nH]c3ccccc23)cc1S(=O)(=O)N1CCCCC1C (stereo not drawn)	3	5	-8	0.2	-3	2	3	i	-9	i

The listing continues:
SMILES	Rin1 Abl inh	NadD inh	Scp1 inh	LMPTP block	CSN inh	SUMO1 PPI mod	STEP block	Neddyl block	DNMT1 block	Rpn11 block
CCCC(=O)N=c1sc2c(OC)ccc(OC)c2n1C	-1	-5	-4	1.3	6	-18	0	i	3	i
CCOC(=O)c1nc(SC)n(C)c1C(=O)OCC	0	-2	-4	-2.2	-2	-3	0	i	21	i
CCOC(=O)N1CCN(S(=O)(=O)c2c(C)nn(C)c2C)CC1	3	-3	-10	-2.0	5	0	-4	i	5	i
CCN(CC(=O)NC(C)C)Cc1nc2sc3c(c2c(=O)[nH]1)CCC3	1	3	0	0.9	0	4	-1	i	2	i
CCc1sc(C(=O)Nc2ccc3c(c2)OCCO3)cc1Br	-3	-13	·	-0.5	-3	0	-2	i	4	i
Cc1ccc(C(=O)Nc2ccc(CN3CCS(=O)(=O)CC3)cc2)cc1C	-1	3	-7	0.1	1	5	-2	i	-3	i
NS(=O)(=O)c1ccc(N/N=C/c2ccc3c(c2)OCO3)c([N+](=O)[O-])c1	-4	4	-5	7.1	-10	-15	3	i	-1	i
c1ccc(COc2ccc(OCCCN3CCCCC3)cc2)cc1	-3	-6	0	-0.4	-2	0	1	i	5	i
Cc1cccc(N2CCN(C(=S)c3ccccc3)CC2)c1	0	-2	-1	0.7	-3	0	6	i	-2	i

Profiles, looked up by structure.
CCN(CC(=O)NC(C)C)Cc1nc2sc3c(c2c(=O)[nH]1)CCC3 as listed: Rin1 Abl inh: 1; NadD inh: 3; Scp1 inh: 0; LMPTP block: 0.9; CSN inh: 0; SUMO1 PPI mod: 4; STEP block: -1; Neddyl block: i; DNMT1 block: 2; Rpn11 block: i
CCCC(=O)N=c1sc2c(OC)ccc(OC)c2n1C as listed: Rin1 Abl inh: -1; NadD inh: -5; Scp1 inh: -4; LMPTP block: 1.3; CSN inh: 6; SUMO1 PPI mod: -18; STEP block: 0; Neddyl block: i; DNMT1 block: 3; Rpn11 block: i
